# Compound activity as filed in PubChem.
# HIV fusion peptide: cell-free HIV fusion peptide-binding blockers – biochemical, uHTS, fluorescence dequenching, primary screen (AID 1986); 290,000 compounds, 0.3% hits; one-dose inhibition, % at 20 µM; IC50 in µM for titrated hits; cell-free peptide binding, fluorescence dequenching, 30 min; higher % means a stronger effect; in the data active = inhibition mostly above about 52%, no sharp cut-off; inactive = mostly below about 76%; note: some results filed as inactive read as strong as hits
# AID2073: inhibitors of Mint1-CaV2.2 protein interaction, biochemical, HTRF (AID 2073). HTRF protein-protein interaction, Mint1-CaV2.2; higher % means a stronger effect. inhibition, % at 20 µM; hits with a dose series show IC50 in µM. 290,000 compounds, 0.19% hits; in the data active = inhibition mostly above about 51%, no sharp cut-off; inconclusive = no clear call, values can overlap the other calls; inactive = mostly below about 53%; note: some results filed as inactive read as strong as hits
# * = called active by the depositor; ? = inconclusive. An excerpt (hit frequency here may not be typical).
HIV fusion peptide | AID2073 | Compound
-0.4% | 4% | O=C(NCc1ccccc1)C1CCCN1S(=O)(=O)c1ccc(F)cc1 (centres undefined)
4.0% | 9% | Cc1cccn2c(=O)c3cc(C(=O)NCCN4CCOCC4)c(=N)n(Cc4cccnc4)c3nc12
-1.4% | 16% | Cn1nc(C(=O)N2CCN(c3ccccc3)CC2)c2c1-c1ccccc1S(=O)(=O)C2
-1.2% | -4% | COc1cc(COc2ccc(-c3nnco3)cc2)ccc1OC(F)F
0.8% | 1% | COc1ccc(OC)c(NC(=O)NNC(=O)COc2ccc([N+](=O)[O-])cc2)c1
-0.8% | 0% | COc1ccc(NC(=O)CSCC(=O)Nc2cc(Cl)ccc2N2CCCC2)cc1
-1.4% | -3% | Cc1cc(=O)n2nc(N3CCC(C(=O)NCc4cccc(Cl)c4)CC3)sc2n1
-0.9% | 24% | CCOC(=O)c1c(-c2ccccc2)oc2cc(Br)c(O)cc12

# The listing continues:
HIV fusion peptide | AID2073 | Compound
1.1% | -3% | O=C(NCC1CCCO1)c1cc2cc(Cl)ccc2[nH]1 (centres undefined)
2.9% | 13% | CN1C(C(=O)N2CCc3ccccc3C2)=CC(c2ccc(F)cc2)=NS1(=O)=O
-1.9% | 23% | Cc1c(OC(C)C(=O)O)ccc2c(-c3ccccc3)cc(=O)oc12 (centres undefined)
1.0% | 8% | COc1ccc(C(OC(=O)c2ccco2)C(=O)NC2CCCC2)cc1OC (centres undefined)
-1.7% | -4% | Cc1ccc(C)c(NC(=S)N2C3CCCC2CC(NC(=O)C2CC2)C3)c1 (centres undefined)
-0.5% | -4% | CCOC(=O)C1(Cc2cccc(Cl)c2)CCCN(C(=O)c2ccnn2C)C1 (centres undefined)
-0.7% | 0% | CC(=O)Nc1ccc(S(=O)(=O)N2CCC(C(=O)c3ccc(Cl)cc3)CC2)cc1
-0.7% | 7% | Cc1cc(/C=N/NC(=O)c2cc3ccccc3o2)c(C)n1C

# Reprinted at random: two compounds from above
HIV fusion peptide | AID2073 | Compound
-0.7% | 7% | Cc1cc(/C=N/NC(=O)c2cc3ccccc3o2)c(C)n1C
-1.4% | -3% | Cc1cc(=O)n2nc(N3CCC(C(=O)NCc4cccc(Cl)c4)CC3)sc2n1

# Next section.
HIV fusion peptide | AID2073 | Compound
1.8% | -13% | CC(C)c1nnc(NC(=O)CCC(=O)NCc2ccccc2Cl)s1
0.9% | 6% | CN(C)Cc1ccc(CNC(=O)COc2ccc3ccccc3c2)cc1
-1.3% | -12% | Cc1cc(C)cc(N2CC(C)Cn3c2nc2c3c(=O)[nH]c(=O)n2C)c1 (centres undefined)
2.4% | 23% | CCCCCCCCCCOC(=O)Cn1c(COc2ccccc2)[n+](C)c2ccccc21
1.4% | -3% | COc1ccc(/C=C/CN2CCC(Oc3ccc(C(=O)N4CCCCC4)cc3)CC2)cc1
3.9% | 11% | O=C(COc1ccccc1Cl)Nc1ccc(NC(=O)c2ccco2)cc1
1.6% | 18% | CC(C)C(C)NC(=O)CN1C(=O)NC(C)(c2ccc3ccccc3c2)C1=O (centres undefined)
0.8% | 0% | Cc1cccc(C2NC(=O)c3ccccc3O2)c1 (centres undefined)

# (more compounds)
HIV fusion peptide | AID2073 | Compound
-1.6% | 6% | Cc1cc(C)cc(NCc2ccncc2)c1
6.5% | 44% | CCOc1ccc(-n2nc3ccc(N)cc3n2)cc1
-2.1% | -26% | NNc1nc2cc3c(cc2s1)OCCO3
-1.2% | 6% | CCN(CC)CCCN(Cc1cc2cc3c(cc2[nH]c1=O)OCO3)C(=S)NCCOC
-1.5% | 1% | COc1ccc(C(=O)NCCSCc2ccc(Cl)cc2)cc1OC
2.3% | 6% | O=C(NCCNC(=O)c1cc(Cl)ccc1Cl)c1ccccn1
-2.1% | 20% | CN(C)c1cccc(C(=O)Nc2nc3ccccc3[nH]2)c1
0.0% | 6% | CC(C)CN1C2CCCC1CC(NC(=O)c1ccc([N+](=O)[O-])cc1)C2 (centres undefined)

# Following part.
HIV fusion peptide | AID2073 | Compound
-1.7% | 16% | Cc1ccc(/C=N/NC(=O)c2cc3c(ccc4ccccc43)o2)o1
1.2% | 13% | CN(CC(=O)Nc1ccc(F)cc1)S(=O)(=O)c1ccc2c(c1)c(=O)n(C)c(=O)n2C
3.0% | -3% | CC(=O)N1CCc2cc(S(=O)(=O)NCC(=O)NCc3ccccc3Cl)ccc21
0.4% | 7% | COc1cccc(NC(=O)c2ccc3nsnc3c2)c1
-1.5% | 10% | COc1ccc(NC(=O)C(C)N(C)Cc2ccc3ccccc3c2)cc1 (centres undefined)
1.1% | 2% | CCCCn1c(N)c(N(CCOC)C(=O)CSc2n[nH]c(-c3ccc(OC)cc3)n2)c(=O)[nH]c1=O
1.5% | -12% | CCN(CC(=O)NC(=O)NCc1ccccc1)Cc1ccccc1
2.5% | 2% | CC1(C(=O)Nc2nc3ccccc3s2)CC1(Br)Br (centres undefined)

# Next compounds follow.
HIV fusion peptide | AID2073 | Compound
0.6% | -3% | COc1cc2c(cc1OC)C(C)N(C(=O)CCNC(=O)c1ccccc1)CC2 (centres undefined)
-1.5% | 10% | O=C(Cn1c2ccccc2c2nc3n(c(=O)c21)CCS3)N1CCCC1
-0.4% | -1% | Cc1cccc(C(=O)NCCCNC(=O)c2ccc(C)nc2)c1
1.5% | 6% | CCCc1ccc(OCC(O)CN2CCc3ccccc3C2)cc1 (centres undefined)
1.6% | -2% | COc1cc(Cl)c(C)cc1NC(=O)CC1CCCC1
1.0% | 8% | COCCN(C(=O)COC(=O)C1=COCCO1)c1c(N)n(Cc2ccccc2)c(=O)[nH]c1=O
0.3% | 3% | CC(NC(=O)CNC(=O)[C@@H]1Cc2ccccc2CN1)c1ccccc1 (some centres undefined)
2.9% | 9% | Cc1ccn(CCNC(=O)C2CCC(=O)N(CCc3ccc(Cl)cc3)C2)n1 (centres undefined)

# More records follow.
HIV fusion peptide | AID2073 | Compound
0.8% | -6% | O=C(CNc1cccc(F)c1)N1CCc2ccccc2C1
-1.6% | -20% | CN1CCC(N(C)S(=O)(=O)c2ccc(NC(=O)COc3ccc(F)cc3Cl)cc2)CC1
0.2% | 12% | CCCC(c1nnnn1CS(=O)(=O)c1ccc(C)cc1)N1CCN(C2CCCC2)CC1 (centres undefined)
0.2% | 4% | CCn1c(CNC(=O)c2ccco2)nnc1SCC(=O)c1ccc(F)cc1
-0.6% | 6% | COc1ccc(C(=O)NCCCN=C2NS(=O)(=O)c3ccccc32)cc1
2.0% | -2% | CC1CC(C)CN(C(=O)CCS(=O)(=O)c2ccc3c(c2)NC(=O)CS3)C1 (centres undefined)
0.6% | 11% | Cc1cc(C(=O)N2CCCC(C(=O)c3ccc(Cl)cc3C)C2)no1 (centres undefined)
1.2% | -6% | CCn1c(SCC(=O)Nc2cccc(NC(C)=O)c2)nnc1-c1ccco1

# Further entries follow:
HIV fusion peptide | AID2073 | Compound
-0.1% | -5% | CCN(CC)C(=O)c1oc2ccc(S(=O)(=O)N3CC(C)CC(C)C3)cc2c1C (centres undefined)
0.6% | 0% | Cc1cccc(NC(=O)COC(=O)c2ccccc2SCC(=O)N2CCCC2)c1
1.5% | 4% | CCc1cc2c(COC(=O)c3cccc(S(C)(=O)=O)c3)cc(=O)oc2cc1O
-0.6% | ? | CC(C)CC(O)(c1ccccc1)C(CN1CCOCC1)c1ccccc1 (centres undefined)
0.0% | 11% | CCCCN(C(=O)c1ccc(S(=O)(=O)N(CC)CC)cc1)c1c(N)n(CCC)c(=O)[nH]c1=O
2.9% | ? | Cc1ccccc1NC(=O)Cc1nc(COC(=O)c2cccc(C)c2O)cs1
-0.5% | 4% | COc1ccccc1N1CCN(C(=O)c2ccc3c(c2)CCN3S(C)(=O)=O)CC1
0.4% | -1% | O=C(Nc1ccc([N+](=O)[O-])cc1)Nc1cnccn1

# Next compounds.
HIV fusion peptide | AID2073 | Compound
-0.5% | -1% | CCN1CCN(C(=O)C(=O)c2cn(CC(=O)N(CC)CC)c3ccccc23)CC1
-0.8% | 5% | O=C(Oc1cccc(Cl)c1)N1CCOCC1
-1.1% | -1% | CCc1ccc2nc(N(CCCN(C)C)C(=O)c3ccc(S(=O)(=O)N4CCCC4)cc3)sc2c1
0.3% | -1% | CC(=O)N1CCc2cc(S(=O)(=O)NCc3ccc(C)cc3)ccc21
-2.1% | 6% | Cc1ccc(NS(=O)(=O)c2ccc(C(C)(C)C)cc2)cn1
3.1% | 15% | N#C/C(=C\c1ccccc1C(=O)O)c1nc2ccccc2[nH]1
-0.2% | 1% | Cc1cc(OCC(=O)Nc2sc3c(c2C#N)CC(C)(C)NC3(C)C)c(C(C)C)cc1Cl
1.3% | -7% | CCOc1ccc(NC(=O)c2cc(S(=O)(=O)N3CCCCC3)c[nH]2)cc1

# Continued.
HIV fusion peptide | AID2073 | Compound
-0.1% | 13% | CCOc1ccccc1NC(=O)NNC(=O)CCc1ccc(OC)cc1
-0.5% | 10% | COc1cc(C)c(S(=O)(=O)NOCc2ccccc2)c(C)c1C
-0.4% | 14% | CC(C)(C)c1cc(C(=S)N2CCCC2)cc(C(C)(C)C)c1O
4.1% | 51% | O=C(Cn1cnc2c(nnn2Cc2ccc(F)cc2)c1=O)Nc1ccc2c(c1)OCCO2
1.1% | 15% | CCOc1ccccc1C(=O)NC(C)c1ccc(-n2ccnc2)cc1 (centres undefined)
-0.2% | 9% | O=C(Cc1ccccc1)NCC(=O)Nc1cccc(Cl)c1
-1.7% | 14% | O=C(COC(=O)C1C2CC3OC(=O)C1C3C2)Nc1ccc(Br)cc1 (centres undefined)
2.3% | 42% | COc1ccccc1Cn1c(=S)[nH]c2ccc(F)cc2c1=O

# More results:
HIV fusion peptide | AID2073 | Compound
1.2% | 41% | COc1ccc(OC(=O)COc2ccc(Cl)cc2)cc1
-0.2% | -8% | Cc1cc(C)cc(NC(=O)Nc2c(Br)cnn2C)c1
-1.3% | -8% | Clc1ccc(N=C2SCC3CCCCN23)cc1 (centres undefined)
-0.8% | 9% | Cn1c(SCC(=O)Nc2ccc3c(c2)n(C)c(=O)n3C)nnc1-c1ccncc1
2.4% | -2% | Cc1c(C(=O)Nc2ccccc2F)sc2nc3n(c(=O)c12)CCC3
0.1% | 11% | Cc1ccc(OCC(=O)N2CCC(N3CC(C)CC(C)C3)CC2)cc1 (centres undefined)
-1.2% | 44% | Cc1ccc2c(c1)S/C(=C\c1cccc[n+]1C)N2CCO
-1.8% | 2% | CCOC(=O)N1CCN(C2=C(NS(=O)(=O)c3ccc(C)cc3)C(=O)c3ccccc3C2=O)CC1

# The list continues:
HIV fusion peptide | AID2073 | Compound
-2.1% | -3% | O=C(c1ccc(F)cc1)N1CCN(C2=NS(=O)(=O)c3ccccc32)CC1
17% | 40% | O=C(N/N=C/c1cccnc1)c1ccc(NC(=O)c2cccc(Cl)c2)cc1
-0.3% | 0% | O=C1CN(C(=O)NCC(=O)N[C@H](C(=O)O)c2ccccc2)c2ccccc2N1
-0.8% | 14% | O=C(NCCn1cccn1)C1CCC(=O)N(CC2CCCCC2)C1 (centres undefined)
0.9% | 0% | CCSCCOC(=O)C1=C(C)N(C)C(=O)NC1c1ccc2c(c1)OCO2 (centres undefined)
-0.7% | -9% | COc1ccccc1N(CC(=O)NCCSCc1ccccc1Cl)S(C)(=O)=O
-1.5% | 3% | CCOC(=O)C1CCN(C(=O)C2(NC(=O)Nc3ccccc3C)CCCCC2)CC1
1.4% | -3% | CCOc1ccc(C(CC(=O)O)NC(=O)COc2ccc3ccccc3c2)cc1OC (centres undefined)

# Additional records follow:
HIV fusion peptide | AID2073 | Compound
1.3% | 7% | Cc1ccc2c(CN3CCN(Cc4ccccc4)CC3)cc(=O)oc2c1C
0.4% | 9% | CC(C)(C)N1C(=O)c2ccc(C(=O)Nc3ccc(O)cc3)cc2C1=O
-0.2% | 5% | CCOC(=O)c1ccc(C(=S)N2CCCC2)cc1
-0.9% | -5% | O=C1CN(C(=O)c2ccc(Cl)c([N+](=O)[O-])c2)c2ccccc2N1
-0.1% | 8% | CCOc1ccc(NC(=O)Nc2nc(SCC)ns2)cc1
1.7% | -6% | FC(F)Oc1ccc(NC(=S)NC2CCCCCCC2)cc1
0.2% | -8% | CC(C)(C)NC(=O)NC(=O)CN1C(=O)NC(C)(c2ccccc2)C1=O (centres undefined)
-1.6% | -8% | CC(C)(C)c1ccc(C(CC(=O)O)NC(=O)Cc2ccccc2)cc1 (centres undefined)
-0.8% | -2% | COc1ccc(/C=N/NC(=O)c2ccc(N3CCCC3=O)cc2)cc1
-0.3% | 4% | CCN1C(=O)c2ccccc2S(=O)(=O)c2ccc(C(=O)NCCOC)cc21
0.3% | 0% | COc1ccc(NS(=O)(=O)c2cn(C)cn2)c(OC)c1

# Of the compounds above, these have fluorine.
HIV fusion peptide | AID2073 | Compound
-0.4% | 4% | O=C(NCc1ccccc1)C1CCCN1S(=O)(=O)c1ccc(F)cc1 (centres undefined)
-1.2% | -4% | COc1cc(COc2ccc(-c3nnco3)cc2)ccc1OC(F)F
2.9% | 13% | CN1C(C(=O)N2CCc3ccccc3C2)=CC(c2ccc(F)cc2)=NS1(=O)=O
1.2% | 13% | CN(CC(=O)Nc1ccc(F)cc1)S(=O)(=O)c1ccc2c(c1)c(=O)n(C)c(=O)n2C
0.8% | -6% | O=C(CNc1cccc(F)c1)N1CCc2ccccc2C1
-1.6% | -20% | CN1CCC(N(C)S(=O)(=O)c2ccc(NC(=O)COc3ccc(F)cc3Cl)cc2)CC1
0.2% | 4% | CCn1c(CNC(=O)c2ccco2)nnc1SCC(=O)c1ccc(F)cc1
4.1% | 51% | O=C(Cn1cnc2c(nnn2Cc2ccc(F)cc2)c1=O)Nc1ccc2c(c1)OCCO2
2.3% | 42% | COc1ccccc1Cn1c(=S)[nH]c2ccc(F)cc2c1=O
2.4% | -2% | Cc1c(C(=O)Nc2ccccc2F)sc2nc3n(c(=O)c12)CCC3
-2.1% | -3% | O=C(c1ccc(F)cc1)N1CCN(C2=NS(=O)(=O)c3ccccc32)CC1
1.7% | -6% | FC(F)Oc1ccc(NC(=S)NC2CCCCCCC2)cc1
